HTRA1 inhibitor = HTRA1 serine protease inhibitors, primary screen, biochemical, fluorescence polarization, HTS; inhibition, % at 5.96 µM; recombinant HTRA1, FP-rhodamine activity-based probe; 340,000 tested, 0.5% active; AID 504803, 2011; Q92743; in the data active means inhibition above about 36%;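 further: 0% = enzyme with DMSO and 100% = wells lacking enzyme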
PRMT1 FP inh = PRMT1 methyltransferase inhibitors, primary screen, biochemical, fluorescence polarization. Protein arginine N-methyltransferase 1 (Homo sapiens), Q99873. inhibition, % at 2.79 µM. 370,000 tested, 1.3% active. recombinant PRMT1, activity-based probe fluorescence polarization. AID 652257, 2013;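 active means inhibition above about 21% made by adding two undisclosed values, limit read from the data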
Target sequence (Q99873 whole entry, looked up): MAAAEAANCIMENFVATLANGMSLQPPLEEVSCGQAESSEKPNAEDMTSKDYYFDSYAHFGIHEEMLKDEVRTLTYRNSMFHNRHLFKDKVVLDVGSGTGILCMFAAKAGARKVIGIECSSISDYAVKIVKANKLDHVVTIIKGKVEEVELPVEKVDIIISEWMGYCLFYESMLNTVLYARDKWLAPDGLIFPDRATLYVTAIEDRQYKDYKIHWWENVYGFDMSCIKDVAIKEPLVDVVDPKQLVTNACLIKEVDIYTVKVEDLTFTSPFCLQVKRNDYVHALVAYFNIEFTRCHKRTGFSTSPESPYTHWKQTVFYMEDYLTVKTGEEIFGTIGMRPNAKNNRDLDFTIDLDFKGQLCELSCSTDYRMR
UHRF1 binding = UHRF1 methylated DNA binding inhibitors, primary screen, counter-screen for MBD2 inhibitor project, biochemical, TR-FRET, human UHRF1, single concentration. inhibition, % at 4.4 µM. E3 ubiquitin-protein ligase UHRF1 (Homo sapiens), Q96T88. 370,000 tested, 0.75% active. AID 687016, 2013. UHRF1 binding to methylated oligo; in the data active means inhibition above about 21%;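 further: UHRF1 SRA domain binding a hemimethylated CpG hairpin DNA probe; 0% = median of test compound wells and 100% = reference inhibitor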
TCR CD3 inh = inhibitors of human TCR-CD3 interaction, primary screen, biochemical, fluorescence, TAMRA-labeled TCR probe; inhibition, % at 9.4 µM; 360,000 tested, 0.37% active; in the data active means inhibition above about 19%;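 further: recombinant mutant TCR 2C K166C tagged with TAMRA read by polarization; 0% = receptor in buffer alone and 100% = receptor with positive control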
MBD2 DNA inh = inhibitors of MBD2 binding to methylated DNA, primary screen, biochemical, TR-FRET, DNA-binding domain, human; Methyl-CpG-binding domain protein 2 (Homo sapiens), Q9UBB5; MBD2 binding to methylated oligonucleotide; inhibition, % at 4.4 µM; 370,000 tested, 0.31% active; in the data active means inhibition above about 13%
Rev-erbA mod = modulators of Rev-erb alpha DNA binding, primary screen, biochemical, FITC-DNA, fluorescence polarization, uHTS | Rev-erbα–FITC-DNA binding, 90 min | activity, % at 10 µM | 370,000 tested, 0.79% active;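 active means activity above about 14%, limit read from the data; passing the limit was not always enough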;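 further: 0% = DMSO wells with 35 nM protein and 100% = DMSO wells with 750 nM protein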
rCAG binder = binders of r(CAG) RNA repeats, primary screen, biochemical, fluorescence | r(CAG) RNA repeat, TO-PRO-1 dye displacement fluorescence | inhibition, % at 3 µM | 370,000 tested, 1.3% active | AID 651821, 2012;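 active means inhibition above the plate cutoff, the mean of all test compounds on that plate plus 3 SD, cut at about 35% in these data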;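 further: 0% = DMSO alone and 100% = 100 µM mitoxantrone as full dye displacement; higher means more dye released from RNA so lower well fluorescence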
PG9 Ab binder = binders of HIV-1 gp120 antibody PG9, primary screen, biochemical, TR-FRET | HIV-1 gp120 / PG9 antibody interaction | AID 624416, 2012 | inhibition, % at 6.7 µM | 360,000 tested, 0.43% active | TR-FRET gp120-PG9 antibody binding; in the data active means inhibition above about 8.5%
mABHD4 FP = ABHD4 inhibitors, primary screen, biochemical, fluorescence polarization, mouse; inhibition, % at 8.92 µM; (Lyso)-N-acylphosphatidylethanolamine lipase (Mus musculus), Q8VD66; 370,000 tested, 0.54% active; AID 720543, 2013; purified mABHD4, FP-Rh probe fluorescence polarization;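 active means inhibition exceeding the mean over every tested compound plus 3 SD, cut at about 30% in these data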;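 further: 0% = plate median of compound wells and 100% = S159A mutant with DMSO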
Target sequence (Q8VD66 whole entry, looked up): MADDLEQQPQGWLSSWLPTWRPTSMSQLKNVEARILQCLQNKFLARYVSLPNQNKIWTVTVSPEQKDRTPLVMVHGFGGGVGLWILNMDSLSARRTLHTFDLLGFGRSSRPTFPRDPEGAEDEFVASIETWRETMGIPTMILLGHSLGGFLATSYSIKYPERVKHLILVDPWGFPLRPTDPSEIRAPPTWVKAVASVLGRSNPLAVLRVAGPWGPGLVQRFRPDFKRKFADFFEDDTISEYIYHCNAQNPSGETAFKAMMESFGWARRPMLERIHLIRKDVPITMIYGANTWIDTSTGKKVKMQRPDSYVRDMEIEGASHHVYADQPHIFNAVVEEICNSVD
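Material: mouse ABHD4 enzyme, wild type; Benchmarks: S159A mutant high control, sample median low control; Buffer or medium: HEPES pH 7.0, NaCl, Pluronic buffer; Signal: fluorescence polarization; Read-out: percent inhibition of probe binding, normalized to plate controls; Timing: pre-incubation 45 min, probe exposure 60 min, at 25 °C; Dosing: 8.92 µM, single dose.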
LEDGF integ inh = blockers of LEDGF/p75-dependent integrase strand transfer – biochemical, TR-FRET, high throughput, primary screen | HIV-1 integrase (with human LEDGF/p75) | TR-FRET IN-LEDGF/p75 DNA integration, Eu/Cy5 | inhibition, % at 3.7 µM | 370,000 tested, 0.64% active | AID 743269, 2014;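 active means inhibition above the screen-wide mean plus 3 SD, cut at about 13% in these data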;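 further: signal is the Cy5 over europium emission ratio at 671 and 618 nm; 0% = plate median of compound wells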
* marks the source's active call; other numbers are inactive results; x = not tested or not shown; & = joins results of further samples.

SMILES | HTRA1 inhibitor | PRMT1 FP inh | UHRF1 binding | TCR CD3 inh | MBD2 DNA inh | Rev-erbA mod | rCAG binder | PG9 Ab binder | mABHD4 FP | LEDGF integ inh
CCC1OC2(C)OC(=N)C1(C#N)C(C#N)(C#N)C2c1ccccc1 (stereo unspecified) | 12 | 5 | 2 | 8 | 0 | -3 | 6 | -0.6 | 11 | 0
COC(=O)COn1c(-n2nc(C)cc2C)nc2ccccc2c1=O | 5 | 1 | -3 | 8 | -2 | 0 | 0 | -1.8 | -3 | -4
Cc1ccc(Cn2cc(CN3CC(N4CCSCC4)CS3(=O)=O)nn2)cc1 (stereo unspecified) | x | -4 | 3 | -1 | 0 | -7 | -1 | -0.3 | 5 | 3
CN(C(=O)COC(=O)Cc1ccccc1[N+](=O)[O-])C1CCS(=O)(=O)C1 (stereo unspecified) | -2 | -9 | 2 | 3 | 1 | -3 | 1 | -1.0 | 1 | 4
CC(C)=CCN1CCN(Cc2cccn2-c2ccccn2)CC1CCO (stereo unspecified) | 1 | -3 | 4 | 3 | 5 | -4 | -3 | -1.4 | 0 | -2
COc1ccc(C(CC(=O)N2CCCC2)c2ccc(F)cc2)cc1 (stereo unspecified) | 1 | -5 | 3 | 7 | 2 | 0 | -7 | -0.7 | -11 | 2
COc1ccc(-c2coc3c(C(=O)NC(C)C)cccc23)c(C)c1 | x | 1 | 0 | -10 | 4 | 0 | -1 | 0.8 | -3 | -5
COc1ccc(CCC(C)N2CCC(Oc3ccc(C(=O)N4CCCC4)cc3)CC2)cc1 (stereo unspecified) | 2 | 1 | 0 | -5 | -1 | 4 | -13 | 0.0 | 6 | -5
COc1cc(S(=O)(=O)N2CCCC2)c(C)cc1C | -1 | -4 | 1 | 0 | -3 | -3 | -3 | 1.6 | -2 | 4
C=CC[N+](C)(C)CCCNC(=O)/C=N/O | 4 | 1 | -2 | -3 | 0 | 0 | 0 | 0.8 | 1 | -1
O=C(NCCS(=O)(=O)NCc1ccccc1)c1ccccc1 | 4 | 2 | 5 | -7 | -4 | 1 | -1 | 1.0 | 7 | -3
COC(=O)c1ccc(CN2C(=O)NC(CC(C)C)C2=O)cc1 (stereo unspecified) | -5 | 3 | 25* | -3 | 1 | -1 | -5 | 0.7 | 0 | 61*
Nc1ccccc1SSc1ccccc1N | 12 | 83* | 3 | -1 | 2 | 3 | 1 | -1.7 | 4 | -6
COc1ccc(C2(c3ccc(OC)cc3)NC(=O)N(CC(=O)NCC(C)c3ccccc3)C2=O)cc1 (stereo unspecified) | -32 | 0 | 0 | 9 | 0 | -5 | 5 | 0.6 | -3 | -2
CSC1=C(C#N)C(=O)NC(c2ccccc2O)S1 (stereo unspecified) | 9 | 3 | 1 | -1 | 3 | 3 | 0 | -0.5 | 0 | -3
CC(=O)N1CCC(=NNc2ncc(C(F)(F)F)cc2Cl)CC1 | 2 | 2 | -4 | -3 | 2 | x | -1 | -1.4 | 5 | -3
COc1cc2c(cc1OC)C(c1cccc([N+](=O)[O-])c1)=NCC2 | 4 | 5 | 4 | -13 | 2 | -4 | -1 | 2.4 | -10 | 4
Nc1ccc(N=Nc2ccccc2)c(N)n1 | 15 | 3 | -6 | -3 | -12 | 15&13 | 5 | -2.6 | 16 | -4
CN(CCc1ccccc1)C(=O)c1ccc(NC(=O)Cc2cccc(NC(=O)C3CCN(C(=O)C4CCCCC4)CC3)c2)cc1 | -20 | -3 | -2 | -5 | -5 | 0 | 7 | -1.3 | -7 | 3
COc1ccc(C(=O)Nc2ccc(S(=O)(=O)N(C)c3ccccc3)cc2)cc1 | -72 | 0 | 3 | -9 | -2 | 4 | 5 | 5.1 | -35 | 4
COc1cc(/C=N/O)ccc1OCc1ccc([N+](=O)[O-])cc1 | -3 | 2 | -2 | 5 | 0 | -3 | 5 | -2.9 | -1 | 5
O=C(Nc1cccc(F)c1)c1cccnc1 | 2 | 2 | 2 | 6 | 2 | -1 | 0 | -1.4 | 1 | -2
CCc1cccc2c3c([nH]c12)C(CC)(CC(=O)O)OCC3 (stereo unspecified) | 8 | 1 | 0 | -5 | 3 | -4&-7 | 4 | -1.6 | -4 | 1
COc1cc(/C=N\NC(C)=O)ccc1OC/C=C/c1ccccc1 | -10 | 0 | 0 | 1 | 3 | 8 | -4 | -0.6 | 6 | -2
C=CCn1cnc2c(oc3ccccc32)c1=O | 2 | 4 | -1 | -1 | 6 | 5 | 3 | -2.9 | 2 | 0

Shown with two lines to a compound: entries from further up
Values run as follows: HTRA1 inhibitor, PRMT1 FP inh, UHRF1 binding, TCR CD3 inh, MBD2 DNA inh, Rev-erbA mod, rCAG binder, PG9 Ab binder, mABHD4 FP, LEDGF integ inh
> COc1cc(/C=N/O)ccc1OCc1ccc([N+](=O)[O-])cc1
→ -3, 2, -2, 5, 0, -3, 5, -2.9, -1, 5
> O=C(Nc1cccc(F)c1)c1cccnc1
→ 2, 2, 2, 6, 2, -1, 0, -1.4, 1, -2
> CCc1cccc2c3c([nH]c12)C(CC)(CC(=O)O)OCC3 (stereo unspecified)
→ 8, 1, 0, -5, 3, -4&-7, 4, -1.6, -4, 1
> COc1cc(/C=N\NC(C)=O)ccc1OC/C=C/c1ccccc1
→ -10, 0, 0, 1, 3, 8, -4, -0.6, 6, -2
> C=CCn1cnc2c(oc3ccccc32)c1=O
→ 2, 4, -1, -1, 6, 5, 3, -2.9, 2, 0

Further structures:
SMILES | HTRA1 inhibitor | PRMT1 FP inh | UHRF1 binding | TCR CD3 inh | MBD2 DNA inh | Rev-erbA mod | rCAG binder | PG9 Ab binder | mABHD4 FP | LEDGF integ inh
Cc1cccc(-c2nc3ccc(C(=O)NCCN4CCN(C)CC4)cc3nc2-c2cccc(C)c2)c1 | 8 | 1 | 0 | -5 | 1 | 9 | -1 | 1.1 | 4 | -1
CCOc1ccc(S(=O)(=O)N2CCN(Cc3ccc4c(c3)OCO4)CC2)cc1OCC | 0 | -3 | 3 | 0 | -5 | 3 | 1 | -2.7 | -9 | 0
CC(C)(C)OC(=O)N1CC=C2C(C#N)=C(N)C(C#N)(C#N)[C@H](c3cccnc3)[C@H]2C1 | 4 | 10 | 7 | 1 | -3 | -5 | -2 | -2.4 | 13 | 2
CCOC(=O)c1c(C)noc1-c1ccc(Br)o1 | 3 | -4 | 2 | 1 | -6 | -3 | 0 | -1.0 | -9 | 3
O=C(Nc1nnc(SCc2ccc(F)cc2)s1)C1CC(=O)N(Cc2ccccc2)C1 (stereo unspecified) | -13 | -2 | -4 | 3 | -2 | -2 | 0 | -2.8 | -1 | 3
Cc1cc(OCC(=O)N2CCCCCC2)ccc1[N+](=O)[O-] | -2 | 0 | 0 | 4 | -2 | -2 | -4 | -1.3 | -6 | -3
COc1ccccc1N1C(=S)N=C(Nc2c(C)cccc2C)C12CCCC2 | -5 | 3 | -1 | -9 | -5 | 2 | -7 | 1.2 | 1 | -1
CC1CCc2c(sc3nc(SCC(=O)O)n(-c4ccccc4)c(=O)c23)C1 (stereo unspecified) | 2 | 9 | 4 | -7 | -3 | -2 | 34 | -1.0 | 0 | -1
CCN(CC)c1ccc(NC(=O)c2ccccc2Br)cc1S(=O)(=O)Nc1ccccc1OC | -45 | 18 | 6 | -8 | 4 | -1 | 13 | 0.8 | -26 | -2
Cc1nnc(SCC(=O)c2ccc([N+](=O)[O-])cc2)s1 | 13 | -1 | 2 | -3 | 2 | 0 | 8 | -1.4 | 2 | 2
Nc1ncnc(Nc2cc(Cl)cc(Cl)c2)c1[N+](=O)[O-] | -8 | 0 | 1 | 10 | -1 | -3 | 0 | -1.6 | 13 | 3
CCS(=O)(=O)c1nc2ccccc2n1CC(=O)N1CCOCC1 | 6 | 2 | 2 | 3 | 4 | 4 | 2 | -0.9 | 3 | 2
Cn1c(C(=O)N(Cc2ccccc2)Cc2ccccn2)cc2sccc21 | -9 | 4 | 3 | 0 | 5 | 1 | -7 | 3.6 | 3 | -1
O=C(O)CCN1C(=O)c2ccc(NC(=O)CCc3ccccc3)cc2C1=O | 7 | 5 | 2 | -4 | 7 | -3 | 6 | -0.7 | -12 | -5
COc1ccc(CN(C)CC(=O)N2CCc3ccccc3C2)cc1 | 3 | 3 | 1 | -1 | -4 | -1 | -2 | 1.1 | -6 | 0
O=C(NCC(O)CO)c1ccc2[nH]c3ccccc3c2c1 (stereo unspecified) | -2 | 0 | 7 | -3 | 1 | -7 | 1 | 1.2 | 2 | 0
Nc1ccc(S(=O)(=O)N2CCCC2)cc1Cl | 2 | 1 | -1 | 5 | -6 | -2 | 4 | 0.1 | 8 | 2
COC(=O)CSc1nc(-c2ccccc2)nc2ccccc12 | -37 | -1 | 0 | 2 | -6 | 3 | -1 | 0.8 | -5 | -2
Cc1cccc(NC(=S)NC(=O)c2ccco2)c1C | 1 | 0 | -1 | 5 | 0 | -3 | -4 | -0.7 | 1 | -2
CN1CCN(CCNC(=O)c2ccc(CS(=O)c3ccc(Br)cc3)o2)CC1 (stereo unspecified) | 4 | 7 | 8 | -5 | 9 | 2 | 1 | -2.8 | -8 | 2
Cc1noc(C)c1COc1ccc(C(=O)NNC(=O)c2ccccc2)cc1 | -3 | -3 | -3 | 4 | -5 | -2 | -1 | -0.9 | 3 | 4

Full records as entered above.
Cn1c(C(=O)N(Cc2ccccc2)Cc2ccccn2)cc2sccc21 is listed with HTRA1 inhibitor = -9; PRMT1 FP inh = 4; UHRF1 binding = 3; TCR CD3 inh = 0; MBD2 DNA inh = 5; Rev-erbA mod = 1; rCAG binder = -7; PG9 Ab binder = 3.6; mABHD4 FP = 3; LEDGF integ inh = -1
CCN(CC)c1ccc(NC(=O)c2ccccc2Br)cc1S(=O)(=O)Nc1ccccc1OC is listed with HTRA1 inhibitor = -45; PRMT1 FP inh = 18; UHRF1 binding = 6; TCR CD3 inh = -8; MBD2 DNA inh = 4; Rev-erbA mod = -1; rCAG binder = 13; PG9 Ab binder = 0.8; mABHD4 FP = -26; LEDGF integ inh = -2

From PubChem BioAssay

Not all compounds are listed; the hit share may differ from the screen's.
